yeast mlh1 rad18 – NCI yeast anticancer drug screen, S. cerevisiae mlh1 rad18 strain; % growth inhibition at 50 µM; AID 175, 2004; 79,000 tested, 11% active;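 note: 0% = growth of vehicle-only cultures of the same strain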
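Inhibition values reflect reduced growth of mutant yeast versus vehicle-treated controls following compound exposure; the mutations affect DNA damage repair.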
cln2 rad14 – NCI yeast anticancer drug screen, S. cerevisiae cln2 rad14 strain | 78,000 tested, 8.3% active | % growth inhibition at 50 µM;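 note: 0% = growth of vehicle-only cultures of the same strain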
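Relative to vehicle controls, growth inhibition of compound-treated cln2 rad14 yeast was recorded.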
sgs1 mgt1 – NCI yeast anticancer drug screen, S. cerevisiae sgs1 mgt1 strain; 78,000 tested, 10% active; AID 161, 2004; % growth inhibition at 50 µM;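 note: 0% = growth of vehicle-only cultures of the same strain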
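Genetically altered yeast, compound exposure, growth inhibition relative to vehicle.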
rad50 – NCI yeast anticancer drug screen, S. cerevisiae rad50 strain. growth inhibition, % at 50 µM. 79,000 tested, 10% active;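 note: 0% = growth of vehicle-only cultures of the same strain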
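Growth of the mutant yeast was measured after compound exposure and referenced to vehicle-treated cultures.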
mec2-1 – NCI yeast anticancer drug screen, S. cerevisiae mec2-1 strain; % growth inhibition at 50 µM; 79,000 tested, 9% active;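 note: 0% = growth of vehicle-only cultures of the same strain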
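Each compound was tested on mec2-1 yeast, a strain altered in DNA damage repair or cell cycle control. Growth inhibition is reported relative to vehicle.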
yeast bub3 – NCI yeast anticancer drug screen, S. cerevisiae bub3 mutant strain | 78,000 tested, 9.9% active | growth inhibition, % at 50 µM | AID 167, 2004;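 note: 0% = growth of vehicle-only cultures of the same strain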
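Compounds were applied to a genetically altered yeast strain carrying a cell-cycle control defect. Growth inhibition was scored against vehicle-treated controls.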
An asterisk follows results filed as active; & = joins results of further samples. Cut-off read from the data, not from the text of the source: active = growth inhibition above about 70%; inactive = the rest.

SMILES	yeast mlh1 rad18	cln2 rad14	sgs1 mgt1	rad50	mec2-1	yeast bub3
CCN(CC)C(=C(C(Cl)=C(Cl)Cl)[N+](=O)[O-])N(CC)CC	65	20	57	61	30	46
O=C(c1ccccc1)C(Br)C(Br)c1ccccc1 (stereo not given)	97*	40	43	98*	99*	99*
CC(=O)c1ccc(N=C2C(=O)Nc3ccccc32)cc1	26	20	10	29	16	9
Cc1ncc(C#N)c(N)n1	-5	-7	13	-25	-18	-3
COc1ccc(/C=C/C=O)cc1	-1	-21	-8	4	-6	2
O=C(O)C(CS(=O)(=O)O)S(=O)(=O)O (stereo not given)	-10	-7	-2	-10	-18	3
O=C(Nc1ccc(Cl)cc1)OC(C(=O)c1ccccn1)c1ccccn1 (stereo not given)	8	6	-18	0	14	7
CC1CC(=O)Nc2cc(C(F)(F)F)ccc2N1 (stereo not given)	16	-27	3	16	3	13
CN(/C=C1\CCCCC1=O)c1ccccc1	-7	-14	-35	-4	-17	-22
O=C1C2=Cc3ccccc3CCN2c2ccc([N+](=O)[O-])cc21	-24	-7	-39	-29	5	2
COC1N(C2CC(O)C(CO)O2)C(=O)NC(=O)C1(F)Br (stereo not given)	-27	25	67	18	50	-23
COC(=O)c1ccc(SCCC(=O)CCl)cc1	99*	99*	99*	99*	99*	99*
O=C(O)Cc1cc(O)c(CC(=O)O)cc1O	-4	-20	-49	-12	-22	-22
CN(C)S(=O)(=O)c1ccc(NC(=O)OC2CCCCC2)cc1	-4	-6	9	13	3	27
C=CCc1cc(OC)c(O)c(C(=O)/C=C/c2ccc(OC)c(OC)c2)c1	39	37	25	43	28	29
O=c1[nH]c2ccccc2c2c(Cl)cccc12	58	36	16	62	17	-10
O=C1[C@H]2ON(c3ccccc3)C(c3ccc(Cl)cc3)[C@H]2C(=O)N1c1ccc(Cc2ccc(N3C(=O)[C@@H]4ON(c5ccccc5)C(c5ccc(Cl)cc5)[C@@H]4C3=O)cc2)cc1 (stereo not given in full)	8	26	0	2	9	21
O=C(CCn1[nH]c(=O)c(Cl)c(Cl)c1=O)NO	-14	3	-10	-21	-14	-19
CC1CN=C(N(C)C(=O)Nc2ccc(Cl)c(Cl)c2)S1 (stereo not given)	-33	-3	-49	-21	1	22
O=C1c2ccccc2C(=O)c2c(O)c(NCCNCCO)cc(O)c21	90*	65	85*	87*	87*	71*
COc1ccc(/C(C)=N/NC(N)=S)cc1OC	3	16	2	7	-18	-13
Cc1cc(=O)[nH]c(NN2C(Cl)C(=O)C2c2ccco2)n1 (stereo not given)	-32	-8	0	11	-4	-8
N#CC(=Nc1cccc(F)c1)C1=C(O)c2ccccc2C1=O	19	28	22	12	-3	20
O=[N+]([O-])c1ccc(C(Br)c2ccc([N+](=O)[O-])cc2)cc1	100*	100*	100*	100*	100*	100*
CCCC(C)(C)O	-4	-21	22	2	9	10
CCC1(c2ccccc2)C(C#N)C(=O)NC(=O)C1C#N (stereo not given)	-3	1	-18	-19	-11	-38
N#Cc1ccc(Cl)cc1[N+](=O)[O-]	90*	91*	91*	90*	92*	90*
CCCCCCCCOC(=O)c1ccccn1	-3	-59	-8	-7	0	17
O=C(C[n+]1cc(Br)cc(Br)c1)c1ccc(F)cc1	-14	37	-18	-47	-7	0
CC1CCCC(C(O)CC2CC(=O)NC(=O)C2)C1O (stereo not given)	4	-30	4	17	-4	2

Retrieved one by one from the entries so far, 4 records:
SMILES	yeast mlh1 rad18	cln2 rad14	sgs1 mgt1	rad50	mec2-1	yeast bub3
COC1N(C2CC(O)C(CO)O2)C(=O)NC(=O)C1(F)Br (stereo not given)	-27	25	67	18	50	-23
CCCCCCCCOC(=O)c1ccccn1	-3	-59	-8	-7	0	17
N#Cc1ccc(Cl)cc1[N+](=O)[O-]	90*	91*	91*	90*	92*	90*
O=C1[C@H]2ON(c3ccccc3)C(c3ccc(Cl)cc3)[C@H]2C(=O)N1c1ccc(Cc2ccc(N3C(=O)[C@@H]4ON(c5ccccc5)C(c5ccc(Cl)cc5)[C@@H]4C3=O)cc2)cc1 (stereo not given in full)	8	26	0	2	9	21

Going on with the list.
SMILES	yeast mlh1 rad18	cln2 rad14	sgs1 mgt1	rad50	mec2-1	yeast bub3
Cc1cccc(Cc2nc3ccccc3[nH]2)c1	23	-12	17	21	-24	-20
C=C(C)C1CCC2(CO)C(O)CC3(C)C(CCC4C5(C)CCC(O)C(C)(C)C5CCC43C)C12 (stereo not given)	-7	3	-9	14	7	16
COc1nc(NC2OC(CO)C(O)C(O)C2O)c(C(C)=O)c(=O)n1C (stereo not given)	12	15	24	12	2	-6
COc1cc(-c2oc3ccccc3c(=O)c2O)cc(OC)c1OC	-14	-23	-16	-30	-52	-42
O=C(CC(O)(C(F)(F)F)C(F)(F)F)c1ccc(Cl)c([N+](=O)[O-])c1	99*	97*	99*	97*	99*	98*
Cc1cccc(C)c1-n1c(C)nc2[nH]cc(C)c2c1=N	9	5	5	6	-6	17
CN(C)C(=O)c1cccnc1	-2	27	-5	0	-4	-18
CCOC(=O)C1=C(C)N(NC(N)=O)C2(O)CCCC(=O)C12C (stereo not given)	2	-52	1	5	0	-4
Cc1cccc2c1Oc1cc(Cl)ccc1C2NC(=O)CCN1CCN(CCO)CC1 (stereo not given)	70*	26	38	38	0	39
CC(=O)SSC12CC3CC(CC(C3)C1)C2	-8	-49	-5	-25	-17	1
CC(C)N1CN(C(C(=O)N[C@@H]2C(=O)N3C2SC(C)(C)C3C(=O)O)c2ccccc2)CSC1=S (stereo not given in full)	-11	-8	4	49	-15	-10
CCOC(=O)c1cn(CC)c2cc(-n3cccc3)ccc2c1=O	47	22	56	31	21	34
CCOc1ccccc1NC(=O)/C(=N\NC(C)(C)C)C1C(=O)Nc2ccccc2S1=O (stereo not given)	10	9	-10	-4	-28	-7
CCOC(=O)CCn1ncc(Cl)c(Cl)c1=O	11	6	4	-6	-9	-14
O=C(NCCCNCCCNC(=O)c1cc(-c2ccccc2)nc2ccccc12)c1cc(-c2ccccc2)nc2ccccc12	89*	38	56	37	38	64
CCOC(=O)c1c(Cc2[nH]c(C(=O)O)c(C)c2C(=O)OCC)[nH]c(C(=O)O)c1C	36	43	37	37	15	8
CC(=O)OCCn1cnc2c(NCC=C(C)C)ncnc21	-45	1	-40	-28	-12	8
C=C(C)C12CC3CC(/C(=N/O)C(C1)/C3=N\O)[C@@]2(C)O (stereo not given in full)	-59	-8	-46	-32	-35	-27
CCCCN(CCCC)CC(CC)N(CCCC)CCCC (stereo not given)	7	-39	-6	-8	2	11
O=C1Nc2ccccc2C1=O	-50	-22	-32	-1	11	-12
O=C(C[n+]1ccc2ccccc2c1)c1ccc2ccc3ccccc3c2c1	99*	98*	96*	98*	86*	93*
O=C(O)CCN(CCCN(CCC(=O)O)CCC(=O)O)CCC(=O)O	-19	20	-16	-6	-17	5
OCC(O)COc1ccccc1F (stereo not given)	11	-13	-11	12	-6	-8
COc1ccc(OCCO)cc1	0	-27	-7	-10	-18	-22
CSC1NC(c2ccc(Cl)cc2)=C(C#N)C(=O)N1C1OCC(OC(C)=O)C(OC(C)=O)C1OC(C)=O (stereo not given)	-9	-4	-24	-10	-24	-9
CCCOC(=O)CCBr	-8	-57	-14	-3	10	-23
C#CCN(CC#C)C(=O)CCCCCCCCC=C	97*	86*	97*	97*	96*	98*
c1ccc(N=Nc2ccc3ccccc3c2)cc1	22	-6	4	16	12	83*
CCOC(=O)C(O)(NC(=O)Nc1ccc(F)cc1)C(F)(F)F (stereo not given)	-61	-36	-73	-22	-22	-37
COC(=O)CCC(CCC(=O)OC)(CCC(CCC(=O)OC)(CCC(=O)OC)[N+](=O)[O-])[N+](=O)[O-]	18	-9	10	24	-5	7
O=c1[nH]c2ccc(Cl)cc2c(=O)o1	1	-20	-11	-4	0	-27
NC(=O)c1ccccc1OC(=O)Nc1ccccc1	11	17	5	17	8	22
O=C(Nc1nc(=S)c2c(ncn2CCOC(=O)c2ccccc2)[nH]1)c1ccccc1	-6	9	-4	-25	11	-4
CSc1nc(NC2OCC(O)C(O)C2O)c(I)c(=O)[nH]1 (stereo not given)	15	-5	-12	6	5	1
c1ccc(C2=NCCCO2)cc1	6	-25	-2	-8	0	7
c1ccc2oc(N3CCN(c4nc5ccccc5o4)CC3)nc2c1	-12	6	-9	4	0	12
COC(=O)CSc1n[nH]c(-c2ccccc2)n1	-4	-1	7	1	-7	3
NC(=O)c1cnn(-c2ccc(Cl)cc2)c1N	-17	-25	3	-11	-5	-39
CS(=O)(=O)OCCN(CCOS(C)(=O)=O)c1ccc(C=Nc2ccc3ccccc3c2)cc1	95*	38	71*	87*	73*	10
CN(C)CSc1ccccc1	11&-14	-15&-28	-3&-19	7&-14	9&0	5&-12
CC1=C(C(=O)Nc2ccccc2C)C(c2ccc(Cl)c(Cl)c2)C(C(=O)Nc2ccccc2C)=C(C)N1	77*	78*	79*	84*	76*	82*
COc1cc2c(cc1OC)C(=O)/C(=C/c1ccccc1)CC2	29	12	12	7	-6	37
Cn1c(=O)c2cc(O)cnc2n(C)c1=O	-3	-15	0	5	-6	-7
OCCCN=C1CCCCC1	-13	-54	-36	-3	-10	-11
CCOc1ccc(NC(C)=O)cc1Br	-9	-9	9	-6	-12	10
COc1cc(C2CC(C)(O)Oc3cc4c(cc32)OCO4)cc(OC)c1O (stereo not given)	32	22	36	25	10	21
C=CCN1/C(=C\C=C\c2ccc3cc(C)ccc3[n+]2CC=C)C=Cc2cc(C)ccc21	89*	92*	93*	90*	91*	91*
CCCC(C)NC(=O)c1ccc(Cl)c(Cl)c1 (stereo not given)	25	8	13	0	5	9
CC1(C)CC(=O)C2=C(SC3=C(C2)C(=O)CC(C)(C)S3)S1	-3	-7	3	-6	-2	-10
O=[N+]([O-])c1ccc(C[Se]c2ncnc3c2ncn3C2OC(CO)C(O)C2O)cc1 (stereo not given)	-8	-32	14	-15	-7	1
COc1ccc(C(O)C2c3c(cc4c(c3OC)OCO4)CCN2C)c(CO)c1OC (stereo not given)	7	38	18	14	13	18
CCOC(=O)CSc1nc(-c2ccc(Cl)cc2)c(C#N)c(=O)[nH]1	-79	27	2	6	0	9
CCOC(=O)C1C(=O)CC(=O)C(C(=O)OCC)C1C1CC=CCC1 (stereo not given)	79*	39	79*	51	70	71*
CCOC(=O)C(CC)(C(=O)OCC)C(C)CC (stereo not given)	-1	-6	15	11	-2	-8
CN=C(NC(=S)N(C)C)N(C)C	3	-8	-9	-4	-7	-14
Cc1nc(=S)c2ncn(-c3ccccc3)c2[nH]1	22	-37	-9	-34	-11	-4
CCC(=O)NC(Nc1cc(C)on1)(C(F)(F)F)C(F)(F)F	-14	32	-18	-16	-5	4
Cc1ccc(S(N)(=O)=O)c(C)c1	2	-18	-2	-11	-22	0
C=CCC1(C(=O)OC)CCC/C(=N\O)C1 (stereo not given)	-3	4	-19	8	-18	-27
CCOC(=O)c1c(C(C)=O)cnc2c(C#N)cnn12	-11	41	-5	-1	-2	1
Next section:
SMILES	yeast mlh1 rad18	cln2 rad14	sgs1 mgt1	rad50	mec2-1	yeast bub3
CC(C)(C)OC(=O)NC(CS(=O)(=O)O)C(=O)O (stereo not given)	-15	13	-2	-39	-11	13
C=C1C(=O)OC2/C=C(\C)C(O)CCC(C)(O)CC(OC(=O)/C(C)=C/C)C12 (stereo not given)	-2	17	-3	2	-5	4
Cc1oc2nc(N(C)C)nc(NN)c2c1C	-14	-1	-5	10	6	10
CCOC(=O)C(C)(Cc1cccc2ccccc12)C(=O)OCC	-25	-54	5	-34	-19	30
COc1cccc(OC)c1/C=N\N1C(=O)c2ccccc2C1=O	37	13	9	22	4	2
O=C(O)CCCCCNC(=O)OCc1ccccc1	9	30	17	18	-42	3
CC(=N\N=C\c1ccccn1)/C(C)=N/N=C(C)/C(C)=N/N=C(C)/C(C)=N/N=C/c1ccccn1	-34	14	21	32	22	15

Some of the entries above, set out differently.
Values run as follows: yeast mlh1 rad18, cln2 rad14, sgs1 mgt1, rad50, mec2-1, yeast bub3
O=C(C[n+]1cc(Br)cc(Br)c1)c1ccc(F)cc1
    -14, 37, -18, -47, -7, 0
CCCC(C)NC(=O)c1ccc(Cl)c(Cl)c1 (stereo not given)
    25, 8, 13, 0, 5, 9
O=C(NCCCNCCCNC(=O)c1cc(-c2ccccc2)nc2ccccc12)c1cc(-c2ccccc2)nc2ccccc12
    89*, 38, 56, 37, 38, 64
OCC(O)COc1ccccc1F (stereo not given)
    11, -13, -11, 12, -6, -8
O=[N+]([O-])c1ccc(C(Br)c2ccc([N+](=O)[O-])cc2)cc1
    100*, 100*, 100*, 100*, 100*, 100*
c1ccc(C2=NCCCO2)cc1
    6, -25, -2, -8, 0, 7

Look-ups from the list:
O=C(O)CCCCCNC(=O)OCc1ccccc1 in sgs1 mgt1 shows 17
CC(C)(C)OC(=O)NC(CS(=O)(=O)O)C(=O)O (stereo not given) in yeast mlh1 rad18 shows -15

Bioassay records as filed in PubChem.
